STAT1 inh – reduces IFN-gamma driven STAT1 reporter signal. NIH 3T3 STAT1-luciferase reporter, luminescence. actives 0.35% (n = 200,000). inhibition, % at 5.5 µM. AID 920;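 active = inhibition above a set limit, the mean inhibition across all tested compounds plus 3 SD, cut at about 34% in these data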;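 note: 0% = IFN-gamma with DMSO and 100% = IFN-gamma with 300 µM nifuroxazide; values of inactives mirror those of a sister screen read the other way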
PPARg SRC-1 ag – agonists of human PPARgamma SRC-1 coactivator recruitment | P37231 | PPARgamma-SRC-1 coactivator recruitment biochemical assay | activation, % at 8 µM | actives 0.41% (n = 200,000) | AID 631; in the data active = activation above about 19%;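 note: 0% = DMSO and 100% = reference agonist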
Target sequence (P37231 whole entry, looked up): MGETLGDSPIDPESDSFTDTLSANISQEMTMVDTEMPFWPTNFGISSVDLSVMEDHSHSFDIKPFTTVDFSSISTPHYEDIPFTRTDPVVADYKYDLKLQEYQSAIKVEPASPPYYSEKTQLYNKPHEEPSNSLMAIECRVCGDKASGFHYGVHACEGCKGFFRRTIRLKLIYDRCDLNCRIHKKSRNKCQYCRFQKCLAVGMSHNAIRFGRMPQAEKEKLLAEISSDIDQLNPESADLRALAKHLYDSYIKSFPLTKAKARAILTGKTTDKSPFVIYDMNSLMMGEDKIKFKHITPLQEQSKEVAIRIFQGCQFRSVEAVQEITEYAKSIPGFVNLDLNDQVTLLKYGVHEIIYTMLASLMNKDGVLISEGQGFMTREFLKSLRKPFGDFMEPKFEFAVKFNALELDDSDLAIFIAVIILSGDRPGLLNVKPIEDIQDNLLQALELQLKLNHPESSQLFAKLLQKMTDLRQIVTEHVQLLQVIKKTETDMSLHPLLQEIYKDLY
bIAP act – increases bovine intestinal alkaline phosphatase activity. purified bovine IAP, CDP-star luminescence, 30 min; hits give high values; fold of DMSO-control signal, blank-subtracted. activation factor at 20 µM. actives 0.17% (n = 200,000). AID 1016;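 active = activation factor of 2 or more at 20 µM, a signal rise over negative controls twice the positive control's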
TR-FRET SRC-2 ct – flags TR-FRET format artefacts in PPARgamma SRC-2 recruitment agonist screen; AID 1049; TR-FRET artefact counter-screen; hits give high values; actives 0.4% (n = 200,000); TR-FRET ratio at 8 µM; in the data active = TR-FRET ratio above about 2000; note: inactives centre near 1500
ROMK primary – modulators of human ROMK potassium channel; P48048; Tet-inducible ROMK, thallium flux fluorescence; actives lie on both sides; B-score at 10 µM; actives 2% (n = 130,000); AID 1918;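 active = signal ratio slope over the read window, or its plate-corrected B-score, at least 3 SD from the plate mean, either direction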;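 note: B-score of the F/F0 ratio slope over 7 to 12 s after thallium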
Target sequence (P48048 whole entry, looked up): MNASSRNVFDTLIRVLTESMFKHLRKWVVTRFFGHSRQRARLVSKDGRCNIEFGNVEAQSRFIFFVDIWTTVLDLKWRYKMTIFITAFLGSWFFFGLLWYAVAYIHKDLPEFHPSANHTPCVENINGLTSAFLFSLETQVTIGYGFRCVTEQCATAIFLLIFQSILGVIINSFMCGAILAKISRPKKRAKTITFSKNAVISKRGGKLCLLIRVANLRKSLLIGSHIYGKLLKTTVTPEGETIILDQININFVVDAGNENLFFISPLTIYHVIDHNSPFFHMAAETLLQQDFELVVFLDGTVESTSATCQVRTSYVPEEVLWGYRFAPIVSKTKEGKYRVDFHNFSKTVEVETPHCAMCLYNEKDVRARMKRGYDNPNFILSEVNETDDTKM
PPARg SRC-2 ag – promotes SRC-2 coactivator recruitment by human PPARgamma; PPARgamma LBD-SRC-2 recruitment, biochemical; activation, % at 8 µM; P37231; AID 1032; actives 0.34% (n = 200,000); in the data active = activation above about 22%;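 note: 0% = vehicle and 100% = reference agonist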
PPARg SRC3 recr – agonists of human PPARgamma SRC-3 coactivator recruitment. biochemical PPARgamma/SRC-3 coactivator recruitment assay. P37231. actives 0.26% (n = 200,000). activation, % at 8 µM; in the data active = activation above about 23%;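 note: 0% = DMSO and 100% = reference agonist; some compounds past the cut are filed as inactive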
bIAP inhibitor – blocks bovine intestinal alkaline phosphatase activity | purified bovine IAP, CDP-star luminescence, 30 min | inhibition, % at 20 µM | 190,000 tested, under 10 active;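 active = over 50% inhibition of intestinal alkaline phosphatase at 20 µM in the single-dose screen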
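Incubation: 30 min reaction at room temperature / Material: purified bovine intestinal alkaline phosphatase (IAP) enzyme / Input: enzyme at 1/65,000,000 dilution / Dosing: 20 µM single dose / Signal: CDP-star luminescence signal / Reagent: CDP-star chemiluminescent phosphatase substrate, 30 µM final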
STAT3 act – increases IL-6 driven STAT3 reporter signal; U3A cells, IL-6 STAT3-luciferase reporter, luminescence; 100% = signal with IL-6 EC80 alone; activation (% of control), % at 5.6 µM; actives 0.91% (n = 190,000); AID 871;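 active = activation above the screen-wide mean of compound activation plus 3 SD, cut at about 130% in these data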;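 note: 0% = background luminescence of wells with medium and substrate only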
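Material: STAT3-luciferase reporter U3A cells. Controls: IL-6-treated wells, 100% activation. Read-out: % activation versus median of IL-6-stimulated wells. Probe or stimulus: IL-6 stimulus at 33 ng/mL final. Timing: compound 1 h, then IL-6 6 h at 37 °C. Signal: reporter luminescence signal.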
STAT3 blocker – inhibitors of IL-6 induced STAT3 signaling | U3A cells, IL-6 STAT3-luciferase reporter, luminescence; host cell line lacks STAT1 | inhibition, % at 5.5 µM | AID 862 | actives 0.89% (n = 190,000);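 active = inhibition above the mean inhibition across all screened compounds plus 3 SD, cut at about 44% in these data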;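 note: 0% = DMSO only wells and 100% = 100 µM nifuroxazide control wells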
TNAP act hiacc – activators of human TNAP at high phosphate acceptor concentration | P05186 | purified TNAP, CDP-star luminescence, 1 M DEA, 30 min; hits give high values; 0 = EDTA background, 1 = DMSO-only activity | activation factor at 20 µM | 200,000 tested, under 10 active | AID 1136;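 active = activation factor at least 2 at 20 µM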
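Test system – human TNAP · Doses – 20 µM single point · Incubation – 30 min, room temperature · Signal – luminescent substrate turnover signal · Read-out basis – activation factor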
* hit, by the source's call; . = not tested or not shown. Not all compounds are listed, so the mix of outcomes need not match the whole.

Start of the listing, in advance:
SMILES	STAT1 inh	PPARg SRC-1 ag	bIAP act	TR-FRET SRC-2 ct	ROMK primary	PPARg SRC-2 ag	PPARg SRC3 recr	bIAP inhibitor	STAT3 act	STAT3 blocker	TNAP act hiacc
CN1C(=O)N(C)C(=O)C2(Cc3c(ccc4ccccc34)N(C)C2)C1=O	16	0	1	1388	0.15	6	10	2	115	-17	1
OC1/C(=C/c2ccc(Cl)cc2Cl)N2CCC1CC2 (stereo not drawn)	-9	3	1	1513	-1.6	-6	-1	2	112	0	1
O=c1[nH]c(=O)n(CCc2ccc(F)cc2)c(O)c1C=NCCCN1CCOCC1	1	3	1	1850	.	8	-3	4	99	5	1.1

The whole of this part, previewed entries included:
SMILES	STAT1 inh	PPARg SRC-1 ag	bIAP act	TR-FRET SRC-2 ct	ROMK primary	PPARg SRC-2 ag	PPARg SRC3 recr	bIAP inhibitor	STAT3 act	STAT3 blocker	TNAP act hiacc
CN1C(=O)N(C)C(=O)C2(Cc3c(ccc4ccccc34)N(C)C2)C1=O	16	0	1	1388	0.15	6	10	2	115	-17	1
OC1/C(=C/c2ccc(Cl)cc2Cl)N2CCC1CC2 (stereo not drawn)	-9	3	1	1513	-1.6	-6	-1	2	112	0	1
O=c1[nH]c(=O)n(CCc2ccc(F)cc2)c(O)c1C=NCCCN1CCOCC1	1	3	1	1850	.	8	-3	4	99	5	1.1
CC(C)Nc1nc(Cl)nc(NC(C)C)n1	6	6	1	1694	.	-1	6	1	106	-9	1
Cc1cc(C)n2nc(SCC(=O)N3CCC4(CC3)OCCO4)nc2n1	-6	-8	1	1563	.	1	-1	0	100	5	1
COc1cc2[nH]c(=O)n(-c3ccccc3)c(=O)c2cc1OC	-7	0	0.8	1508	.	1	-4	23	101	2	1
CC(C)CCC1(CN2CCCC2=O)C(=O)NC(=O)NC1=O	-5	4	0.9	1532	.	5	15	6	93	12	1.1
O[C@H]1[C@H](O)[C@@H](O)CN2CC[C@H](O)[C@H]12	-3	7	0.8	1827	.	1	6	20	98	5	1.1
Cc1cccnc1-n1c(-c2ccco2)nc2ccccc2c1=O	-1	-1	1	1362	0.17	1	-5	-4	98	8	1
CC1CCN2c3nc4ccccn4c(=O)c3CC3(C(=O)N(C)C(=O)N(C)C3=O)C2C1 (stereo not drawn)	-3	-5	1.1	1502	1.2	-9	1	-7	107	-5	1
Cc1ccc(-c2ccc(=O)n(CCC(=O)N3CCC4(CC3)OCCO4)n2)cc1	-14	1	1.1	1757	-0.16	5	2	-8	101	7	1
Nc1ccc(N=Nc2ccccc2)cc1	-49	4	0.8	1614	-0.24	3	3	24	89	14	0.9
COc1ccc(C(=O)CN2CCOCC2)cc1F	8	4	1	1348	0	-3	-3	4	104	-4	1
CCOc1ccc(N2C(=O)NC(=O)/C(=C\c3ccc(N4CCCCC4)o3)C2=O)cc1	-5	-5	1.2	1443	.	4	-1	-19	103	-4	0.6
COc1ccc(Cn2c(O)c(/C=N/NC(=O)c3ccccc3O)c(=O)[nH]c2=O)cc1	8	3	0.9	1476	1.6	10	1	10	104	-8	1
Nc1c(C(=O)NCc2ccco2)c2nc3ccccc3nc2n1Cc1ccc(F)cc1	-3	12	1	1488	-1.6	12	9	-4	96	7	1
CCCCn1c(O)c(C(C)=NCc2cc(OC)cc(OC)c2)c(=O)[nH]c1=O	-3	-1	0.9	1597	-0.12	11	6	9	103	-4	1
Cc1ccc2c(c1)CC1(CN2C)C(=O)NC(=O)N(c2cccc(C)c2C)C1=O (stereo not drawn)	7	5	0.9	1577	0.19	10	4	7	95	8	1
COc1ccccc1N1C(=O)NC(=O)C(CCc2ccncc2)(CCc2ccncc2)C1=O	-2	2	0.9	1696	0.23	3	2	8	101	-1	1.1
O=C(N/N=C/C1C(=O)NC(=S)N(c2ccccc2)C1=O)c1cc(Br)c(O)c(Br)c1 (stereo not drawn)	-3	6	1.1	1618	0.8	-4	0	-8	100	6	1
COc1cc2c(cc1OC)CN(c1ccc([N+](=O)[O-])c(C(F)(F)F)c1)CC2	9	-2	0.9	1552	.	6	4	6	82	23	0.9
CSc1ccc(C(=O)C2CCCN(Cc3cc4ccccc4[nH]3)C2)cc1 (stereo not drawn)	22	6	0.8	1694	0.72	2	2	23	141*	-49	1.1
CCn1c(O)c(C(c2ccccn2)c2c(O)n(CC)c(=S)[nH]c2=O)c(=O)[nH]c1=S	8	2	1	1677	.	5	3	-4	92	12	0.9
CC(C)CC(=O)NC(Oc1ccc(Cl)cc1)C(Cl)(Cl)Cl (stereo not drawn)	2	-2	1	1572	.	0	-4	5	100	12	1.1
Clc1ccc(COC(Cn2ccnc2)c2ccc(Cl)cc2Cl)c(Cl)c1 (stereo not drawn)	9	10	0.9	1527	.	3	-1	7	93	10	1.3
NNC(=O)c1ccc(Cl)cc1	-3	1	0.9	1623	-0.31	5	1	14	94	9	1
COc1ccccc1N1CCN(Cc2c(F)cccc2F)CC1	-2	3	1	1472	.	-3	0	5	102	4	1
CCCOC(=O)COc1cc(C)cc2oc(=O)c3c(c12)CCC3	-2	6	0.9	1664	.	8	-3	11	87	19	1
CCOC(=O)C1=C(N)OC2=C(C(=O)CCC2)C12C(=O)Nc1ccccc12 (stereo not drawn)	1	-1	0.9	1578	.	-3	-1	6	106	-4	1
CCOP(=O)(OCC)C(NC(=O)c1cccc2ccccc12)C(Cl)(Cl)Cl (stereo not drawn)	-5	-2	0.9	1505	.	-14	-3	6	106	-7	1
CN1CCN(CCOC2c3ccccc3CSc3ccc(Cl)cc32)CC1 (stereo not drawn)	-5	-2	0.9	1597	.	-3	-3	6	98	5	1
CCc1ccc(NC(=O)C(C)OC(=O)c2c(C)nn(Cc3ccccc3)c2Cl)cc1 (stereo not drawn)	1	-6	1	1394	.	-2	-3	-5	104	-9	1
CC12CCC(=O)C=C1CCC1C2CCC2(C)C(O)CCC12 (stereo not drawn)	-4	6	0.8	1486	.	-4	2	21	105	1	1.1
OCC12COC3c4ccccc4C(OC1)N32 (stereo not drawn)	-4	3	1	1493	1.3	-3	-3	4	101	3	1
CC(c1ccccc1)n1cncc1C(=O)O (stereo not drawn)	-3	-9	0.9	1344	.	-16	6	12	102	1	1
O=C(Nc1ccncc1)c1cccn(Cc2ccccc2)c1=O	12	5	1	1648	0.79	9	4	-3	40	79*	1.1
CCN(CC)CCCN=Cc1c(O)n(CCc2ccc(OC)c(OC)c2)c(=O)[nH]c1=O	-3	2	1	1483	.	-2	7	1	103	1	1.1
CC(CCc1ccccc1)NC(C)C(O)c1ccc(O)cc1 (stereo not drawn)	3	8	1.4	1429	.	-3	-1	-41	105	-3	1
C=Cn1ccnc1P(=S)(c1c(C)nn(-c2ccccc2)c1C)c1nccn1C=C	3	1	1	1589	.	0	2	-3	106	-3	1.1
NC(=O)CSP(=O)(c1ccccc1)c1ccccc1	-2	4	1.1	1546	0.11	3	3	-7	103	0	1

By substructure: the entries above containing an aryl thioether with sulfur outside any ring
SMILES	STAT1 inh	PPARg SRC-1 ag	bIAP act	TR-FRET SRC-2 ct	ROMK primary	PPARg SRC-2 ag	PPARg SRC3 recr	bIAP inhibitor	STAT3 act	STAT3 blocker	TNAP act hiacc
Cc1cc(C)n2nc(SCC(=O)N3CCC4(CC3)OCCO4)nc2n1	-6	-8	1	1563	.	1	-1	0	100	5	1
CSc1ccc(C(=O)C2CCCN(Cc3cc4ccccc4[nH]3)C2)cc1 (stereo not drawn)	22	6	0.8	1694	0.72	2	2	23	141*	-49	1.1

Continuation:
SMILES	STAT1 inh	PPARg SRC-1 ag	bIAP act	TR-FRET SRC-2 ct	ROMK primary	PPARg SRC-2 ag	PPARg SRC3 recr	bIAP inhibitor	STAT3 act	STAT3 blocker	TNAP act hiacc
Cc1ccc(N2C(=O)NC(=O)/C(=C/c3cnn(-c4ccc(C)cc4)c3)C2=O)cc1	-12	-1	1	1436	-0.39	-6	5	0	106	-4	1
Clc1ccc(CSC(Cn2ccnc2)c2ccc(Cl)cc2Cl)cc1 (stereo not drawn)	-2	7	0.9	1486	.	2	-3	14	103	-1	1.1
Cc1cc(C)c(Cn2c(C(=O)O)c(C=O)c3ccccc32)c(C)c1	11	-9	1.1	1465	0.19	-1	2	-12	83	27	1.1
CCCCCCCSc1cc(OC)c(CCN(C)C)cc1OC	-5	-9	1.1	1582	.	-3	-4	-7	115	-6	1
Cc1[nH]c2c(Cl)cccc2c1CCN	-2	-1	0.9	1803	.	9	-1	11	102	3	1
O=C(c1ccc(CNS(=O)(=O)c2ccccc2)cc1)N1CCC2(CC1)OCCO2	2	7	0.9	1684	.	11	-7	10	104	-1	1
CCc1ccc(NP(=O)(Oc2ccccc2F)Oc2ccccc2F)cc1	1	3	0.5	1534	-0.94	5	0	49	100	1	1
CN(C)/C=C/C(=O)C(Cl)(Cl)Cl	-1	14	0.9	1691	0.47	6	-4	7	101	4	1
CCN1C(=O)C(=C2C=C(C)OC(C)=C2)C(=O)N(CC)C1=S	2	5	1.2	1625	-1.7	-1	3	-18	104	-3	1
Fc1ccc2c(c1)nnn2C1CCN(Cc2ccccc2)CC1	-2	2	1.1	1556	-1.4	-5	3	-6	90	13	1
N=C1C(c2ccccc2)=C(O)CN1Cc1ccco1	2	-3	1	1620	.	5	3	4	92	14	1
CC(=O)OC1(Cc2ccccc2)CN2CCC1c1ccccc12 (stereo not drawn)	7	0	1	1517	-1.4	-1	-4	-4	101	3	1
CCN(CC)P(=O)(/C=C(\Cl)c1ccccc1)/C=C(\Cl)c1ccccc1	-4	10	1	1416	-0.026	-5	1	-1	101	3	1
O=[N+]([O-])c1cccc(C2N3CCCN23)c1 (stereo not drawn)	-11	-3	1	1544	.	-1	1	-2	94	11	1
CCCc1nc2ccc(Br)cc2c(=O)n1-c1ccc([N+](=O)[O-])c(C(F)(F)F)c1	15	-4	1	1680	0.16	-1	0	-4	94	10	1
O=C(CN1CCCC1)Nc1ccc(Cl)cc1C(=O)c1ccccc1	3	15	1	1495	-0.52	0	2	-1	96	12	1
Cc1cccc(CN2CCCC(C(=O)c3ccc(C(F)(F)F)cc3)C2)n1 (stereo not drawn)	3	-3	1.1	1770	-0.041	7	3	-12	103	2	1.1
COc1cccc(N2CCN(Cc3cccc(Cl)c3)CC2)c1	-3	-2	1	1479	-0.56	-6	-11	2	97	8	1
Cn1cnc([N+](=O)[O-])c1Sc1ccc([N+](=O)[O-])cc1	-9	-6	1	1556	-1.1	-4	2	5	100	8	1
O=C(c1ccccc1)C1CCCN(Cc2nc(-c3cnccn3)no2)C1 (stereo not drawn)	5	0	1	1513	-0.49	-3	2	2	98	6	1
C=CCOC(=O)COc1cc(C)cc2oc(=O)c3c(c12)CCC3	-7	-4	0.9	1413	.	8	2	14	90	16	1.1
CC1=CC(=Cc2sc3ccccc3[n+]2C)C=C(C)O1	21	14	0.6	1546	-0.5	2	10	44	30	82*	0.8
Cc1ccc(-n2c(O)c(/C=C/C=Nc3ccccc3)c(=O)[nH]c2=O)cc1	-6	7	1	1633	.	5	7	3	100	3	1

Screening results from PubChem BioAssay.
